HCMV inh – inhibitors of human cytomegalovirus | activity change, negative = inhibition, % at 57.5 µM | hit rate 4.5% among 410,000 | AID 1259415 | HFF cells, HCMV-luciferase reporter, 72 h; active compounds read low; in the data active = activity change below about -60%; inconclusive = no clear call, values can overlap the other calls; inactive = above about -39%
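Luciferase read-out from HCMV-luciferase-infected HFFs (MOI 1 PFU/cell) 72 h post infection at 37C; compounds added after 16 h cell attachment; activity normalized between buffer-only basal and Salinomycin (10uM) inhibitor controls.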
Sm TGR inh – S. mansoni TGR enzyme inhibition. AID 485364. Potency, µM (titrated, usually from 114 µM), without a hit: top-dose activity change, negative = inhibition, most hits filed as inhibitors. Q962Y6. purified TGR, DTNB reduction, TNB absorbance 405 nm. hit rate 3% among 360,000; also: potency is read from the fitted curve at half-maximal effect; nearly all actives have a fitted effect of over 60% in size
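TGR 20 nM + NADPH 100 uM (dispensed conc.), cpd preinc 15 min RT; start with NADPH (500 uM addition) then DTNB (15 mM addition). Kinetic TNB absorbance, 405 nm filter. Four-parameter Hill fit across titration.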
AmpC no deterg – AmpC beta-lactamase inhibition without detergent. P00811. AmpC nitrocefin hydrolysis, absorbance 480 nm, 0.0001% Triton. Potency, µM (highest dose often 57.1 µM), for inactives: at the highest dose activity change, negative = inhibition, usual class: inhibitors. hit rate 0.52% among 330,000;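 also: potency is read from the fitted curve at half-maximal effect; plate controls were no compound for no effect and no enzyme for full effect; nearly all actives have a fitted effect of over 20% in size; some results filed as inactive show a strong effect at the top dose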
Target sequence (P00811 whole entry, looked up): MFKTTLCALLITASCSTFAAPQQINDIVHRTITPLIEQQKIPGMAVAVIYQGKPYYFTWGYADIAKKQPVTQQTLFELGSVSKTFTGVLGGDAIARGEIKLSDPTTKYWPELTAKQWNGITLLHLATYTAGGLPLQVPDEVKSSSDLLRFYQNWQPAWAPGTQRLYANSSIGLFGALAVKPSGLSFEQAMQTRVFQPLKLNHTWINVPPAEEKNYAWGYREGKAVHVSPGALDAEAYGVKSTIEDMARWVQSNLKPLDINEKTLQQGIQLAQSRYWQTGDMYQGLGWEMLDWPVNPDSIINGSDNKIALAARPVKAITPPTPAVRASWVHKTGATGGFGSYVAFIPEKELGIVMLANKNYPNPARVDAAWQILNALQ
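20 mM phosphate pH 7.0 + 0.01% (detergent screen) or 0.0001% Triton X-100; 5.3 nM AmpC reagent; cpd preinc 15 min RT; nitrocefin (800 uM stock) to start; A480 q20 s × 4 min; Activity was normalised to no-enzyme and no-compound control wells.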
AMA1-RON2 inh – inhibitors of Plasmodium falciparum AMA1-RON2 interaction; AlphaScreen AMA1-biotinylated RON2 peptide binding; Potency, µM (top dose mostly 58.2 µM), for inactives: at the highest dose activity change, negative = inhibition, hits mostly inhibitors; hit rate 0.2% among 360,000; AID 720542;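 also: potency is read from the fitted curve at half-maximal effect; 0% = vehicle wells and -100% = peptide control; nearly all actives have a fitted effect of over 45% in size; some results filed as inactive show a strong effect at the top dose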
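AMA1 (3D7) with his tag at 25 nM final met compounds first, then biotinylated RON2 peptide at 25 nM; detection used donor plus acceptor beads, 10 µg/mL apiece, read by AlphaScreen after 30 min at room temperature.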
TbPYK inhibitor – T. brucei pyruvate kinase inhibition. Q57TT1. TbPYK enzyme, Kinase-Glo Plus ATP luminescence, 45 min. Potency, µM (series often up to 76.8 µM), for the others: top-dose activity, negative = inhibition, hits mostly inhibitors. hit rate 0.12% among 410,000. AID 624173; also: potency is read from the fitted curve at half-maximal effect; nearly all actives have a fitted effect of over 50% in size
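ADP (130 uM final) triggers the TbPYK reaction after compound addition; incubation is 45 min at room temperature. Kinase-Glo Plus is then added and luminescence imaged. Normalized data are fitted to concentration-effect curves.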
AmpC detergent – blocks E. coli AmpC beta-lactamase in detergent assay; AmpC hydrolysis of nitrocefin, absorbance 480 nm, 0.01% Triton; Potency, µM (highest dose often 114 µM), without a hit: at the top dose activity change, negative = inhibition, usual class: inhibitors; hit rate 0.041% among 370,000; P00811;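 also: potency is read from the fitted curve at half-maximal effect; 0% = no-compound wells and -100% = no-enzyme wells; nearly all actives have a fitted effect of over 25% in size; some results filed as inactive show a strong effect at the top dose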
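AmpC (5.3 nM in the dispensed reagent) in 20 mM phosphate pH 7.0 with 0.01% (detergent screen) or 0.0001% Triton X-100 was preincubated with compounds for 15 min at room temperature. Nitrocefin was then added from an 800 uM solution, and hydrolysis was followed at 480 nm.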
LmPK inh – LmPK (Leishmania mexicana) enzyme inhibition; hit rate 0.37% among 290,000; purified LmPK, Kinase-Glo ATP luminescence, 1 h; Potency, µM (titrated, usually from 57.5 µM), inactives show at the top dose activity change, negative = inhibition, hits mostly inhibitors; AID 1721; Q27686; also: potency is read from the fitted curve at half-maximal effect
Target sequence (Q27686 whole entry, looked up): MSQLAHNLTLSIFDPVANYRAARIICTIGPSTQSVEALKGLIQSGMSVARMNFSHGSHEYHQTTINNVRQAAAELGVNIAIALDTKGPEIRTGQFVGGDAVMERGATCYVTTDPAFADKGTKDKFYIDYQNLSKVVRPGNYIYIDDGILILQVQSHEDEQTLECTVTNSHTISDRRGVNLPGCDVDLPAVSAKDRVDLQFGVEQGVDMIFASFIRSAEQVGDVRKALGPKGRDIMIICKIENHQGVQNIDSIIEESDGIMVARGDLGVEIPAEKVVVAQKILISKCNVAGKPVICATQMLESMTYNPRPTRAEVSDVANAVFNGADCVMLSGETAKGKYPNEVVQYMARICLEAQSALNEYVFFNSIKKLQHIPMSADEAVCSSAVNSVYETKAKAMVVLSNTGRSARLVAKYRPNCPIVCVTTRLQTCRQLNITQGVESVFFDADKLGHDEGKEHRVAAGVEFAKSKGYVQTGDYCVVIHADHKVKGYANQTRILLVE
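ATP generated from ADP (0.1 mM) and PEP (0.5 mM) by 0.1 nM LmPK over 1 h at room temperature (pH 7.2 imidazole buffer) was detected by coupled luciferase luminescence. Values were normalized to uninhibited and no-enzyme wells.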
Active calls of the source: *; ? = inconclusive; . = no result given; & = joins results of further samples; [ ] = another dose, or the depositor's remark. Unless noted, calls follow the shape of the dose curve; as a rule, active = well fitted curve in the direction sought with a large enough effect; inconclusive = small, poorly fitted or top-dose-only effect, or another doubt; inactive = no such curve, though single readings can be large; an effect the other way counts as inactive or inconclusive. Unless noted, % is scaled to controls: 0 for no effect and ±100 for the full control effect.

item | mol | HCMV inh | TbPYK inhibitor | LmPK inh | Sm TGR inh | AmpC detergent | AmpC no deterg | AMA1-RON2 inh
1 | O=C(NCc1cccc(C(F)(F)F)c1)C1CC(c2ccccc2[N+](=O)[O-])=NO1 (stereo not given) | 21 | -2% | 3% | 0% | 2% | 14% | -1%
2 | COC(=O)Nc1ccc(Oc2ccccc2)cc1 | -4 | 6% | -1% | 8% | 3% | -15% | -1%
3 | O=C(NC(=S)Nc1ccccc1O)c1cncc(Br)c1 | ? | -9% | . | . | . | . | 54%[activator]
4 | CC(=O)Nc1c2c(nn1-c1ccc(Cl)cc1)CSC2 | 3 | -7% | -1% | 4% | ? | -10% | 7%
5 | S=C1NC[C@H](Cc2ccccc2)N1CCCCC1CCCCC1 | -7 | -8% | 0% | 5% | 16% | -3% | -8%
6 | COc1ccc(CCNC(=O)C(=O)NCC(c2ccco2)S(=O)(=O)c2cccs2)cc1 (stereo not given) | -1 | -1% | . | 32µM* | -1% | . | .
7 | COc1cc([C@@H]2[C@H]3CN(C)CC=C3C(C#N)=C(N)C2(C#N)C#N)cc2c1OCO2 | -23 | 1%&2% | 2% | -21% | ? | -24% | -5%&10%
8 | Cc1onc(-c2c(F)cccc2Cl)c1C(=O)O/N=C(\N)c1ccc([N+](=O)[O-])o1 | -62* | -3% | 5% | ? | ? | -32% | -13%
9 | Cc1ccc(C)c(CNC(=O)c2cnc3sc(N4CCCC4)nn3c2=O)c1 | 1 | -9% | . | ? | 17% | . | .
10 | COc1ccccc1NC(=O)C(C)OC(=O)c1cccc(-n2cnnn2)c1 (stereo not given) | -9 | 2% | . | -2% | ? | -7% | -8%
11 | Cc1ccccc1Nc1nn2c(=O)c3ccc(C(=O)NCc4ccccc4)cc3nc2s1 | ? | -4% | . | 2% | 10% | . | .
12 | Cc1ccc(O)c(C(CC(=O)NCC2(c3ccccc3)CCCC2)c2ccccc2)c1 (stereo not given) | -99* | 3% | . | -3% | 6% | . | .
13 | COc1ccc(Oc2cn[nH]c2-c2ccc(OCC(=O)NN)cc2O)cc1 | -22 | -7% | 3% | 0% | 5% | -15% | 58%[activator]
14 | CCN(C[C@H]1N[C@@](C)(C(=O)OC)[C@H]2C(=O)N(C)C(=O)[C@@H]12)S(=O)(=O)c1ccc(OC(F)(F)F)cc1 | -7 | 5% | . | . | . | 23% | 3%
15 | C=CCn1c(O)c(C(C)=NCCc2ccccc2)c(=O)[nH]c1=O | 100 | 5% | -4% | -10% | -3% | -16% | 0%
16 | O=C(NCCS(=O)(=O)N1CCCCC1)c1ccc2c(c1)OCO2 | -9 | -3% | . | -5% | ? | -9% | -1%
17 | Cc1ccc(CCNC(=O)C(C)n2nc(C)c3c(C)n(-c4ccccc4)nc3c2=O)cc1 (stereo not given) | -31 | -3% | -8% | -5% | 1% | 29% | -11%
18 | CCN(CC)c1ccc(/C=N/NC(=O)CNC(=O)/C=C/c2ccco2)cc1 | -33 | 13% | -1% | ? | -13% | -28% | 34%
19 | O=c1[nH]c(-c2ccco2)nc2sc3c(c12)CCCC3 | 1 | -7% | -5% | -11% | -5% | -7% | 4%
20 | O=C(C1CC1)N(CCc1ccccc1)Cc1nc2ccccc2c(=O)[nH]1 | -9 | -7% | -4% | -23% | -7% | -27% | -1%
21 | CCC(=O)Nc1cccc(-c2nnc(SCC(=O)NCc3ccco3)n2C)c1 | 3 | -12% | 4% | 0% | -11% | -8% | -17%
22 | Cc1cc(Br)cn2c(Cc3ccccc3)c(-c3ccc(Cl)cc3)nc12 | 7 | -8% | . | . | . | . | 6%
23 | COCCCN1C(=O)C(=O)/C(=C(/O)c2ccc(OC)cc2)C12C(=O)N(C)c1ccccc12 (stereo not given) | 18 | -1% | 1% | 6% | 2% | -21% | -3%
24 | Cc1ccc(C)c(NC(=O)CSc2nnc(-c3ccccc3C)o2)c1 | 61 | -4% | 3% | 5% | ? | -11% | 19%
25 | CCS(=O)(=O)c1nc(S(=O)(=O)c2ccc(Cl)cc2)c(NCCCN2CCCC2=O)s1 | ? | 5% | -3% | -6% | -1% | 112%[activator] | 11%
26 | COc1ccccc1COCC(O)CN1CCCCC1CO (stereo not given) | -35 | 17% | 0% | -13% | -1% | 5% | -5%
27 | CCOc1ccc(S(=O)(=O)N2CCN(C)CC2)c(C)c1C | ? | -4% | -1% | -33% | 1% | 42% | -4%
28 | O=C(CCCC(=O)N1CCN(c2ccc([N+](=O)[O-])cc2)CC1)c1ccccc1 | 13 | 1% | 1% | 1% | ? | -10% | -7%
29 | O=C(Nn1cnc2ccccc2c1=O)c1ccccc1Cl | 46 | 0% | 3% | 10% | -11% | -8% | 0%
30 | S=C(Nc1ccc(Br)cc1Cl)NN1CCOCC1 | 97 | -6% | -1% | ? | 5% | -1% | 15%
31 | CC(Oc1ccccc1Cl)C(=O)Nc1ccc(S(=O)(=O)N2CCCC2)cc1 (stereo not given) | -8 | -6% | . | -1% | -3% | -11% | -9%
32 | CCC1CCCCN1CCCNC(=O)Cn1ncc2c(C)n(Cc3ccccc3Cl)c(C)c2c1=O (stereo not given) | 2 | -3% | -7% | 3% | -11% | 141%[activator] | -3%
33 | O=C(CSc1nnc(Nc2ccccc2F)s1)NC1CCCC1 | -5 | -3% | . | -1% | 0% | -28% | 0%
34 | COc1ccc(CNCc2c(C(=O)O)c(C)n(Cc3ccc(Cl)cc3)c2C)c(OC)c1 | 16 | -4% | . | -6% | 15% | . | .
35 | Cc1cc(C(=O)N/N=C/c2ccc([N+](=O)[O-])cc2)c(C)o1 | -15 | -2% | -12% | . | 3% | -27% | 10%
36 | CCOc1cccc(/C=N/Nc2nc(N3CCCC3)nc(N3CCCC3)n2)c1O | -32 | -5% | -3% | 5% | -2% | -21% | 70%[activator]
37 | CN(c1ccc(OCC(=O)N2CCOCC2)cc1)S(=O)(=O)c1ccc(F)cc1 | -2 | -1% | 12% | 10% | -6% | 0% | -2%
38 | CC(C)[C@H](NC(=O)N1c2ccccc2NC(=O)[C@@H]1C(C)C)C(=O)N[C@H](Cc1ccccc1)C(=O)O | 23 | 3% | -6% | 30% | ? | -8% | -5%
39 | CCN(CC)c1ccc(C2C(C(=O)OCCOC(C)C)=C(C)NC3=C2C(=O)CCC3)cc1 (stereo not given) | -8 | ? | -6% | -16% | -5% | 74%[activator] | -2%
40 | O=C(Nc1cccc(-c2nn[nH]n2)c1)c1ccc(Br)s1 | 12 | -9% | -9% | -27% | -7% | 12% | -25%
41 | Nc1nnc(SCC(=O)N2CCc3ccccc3C2)s1 | 36 | 1% | -15% | -7% | -13% | -3% | 0%
42 | CS(=O)(=O)NCc1nnc(SCC(=O)NC2CCCCC2)n1-c1ccc(F)cc1 | 41 | -11% | -11% | 1% | ? | 0% | -8%
43 | CC(C)n1c(S(=O)(=O)O)nc2ccccc21 | . | -3% | -15% | 35% | 4% | -12% | -18%
44 | CCOc1ccc(CN2CCc3nc(Nc4ccc(OC)cc4OC)ncc3C2)cc1 | -16 | 0% | . | 2% | 1% | . | .
45 | Cc1cccc(OC2CCN(Cc3c(C(=O)N4CCCC4)nc4ccccn34)CC2)c1 | -15 | 4% | -2% | 32% | -1% | 144%[activator] | 2%
46 | O=C(Nc1ccc(F)cc1F)c1c2c(nc3ccccc13)C(=O)N(C1CCCCC1)C2 | -9 | -2% | . | 11% | -2% | . | .
47 | O=C(Nc1nc2c(F)cc(F)cc2s1)C1COc2ccccc2O1 (stereo not given) | 0 | -6% | 0% | ? | 7% | -59% | 13%
48 | CCCCCC(=O)Nc1ccccc1N1CCN(c2ccccc2)CC1 | ? | -9% | -9% | 1% | -6% | -29% | 14%
49 | CN(C)C(=O)COc1ccc(S(=O)(=O)c2ccc(OCC(=O)N(C)C)cc2)cc1 | 31 | -2% | 0% | 79µM* | -1% | -4% | 5%
50 | CCCC(C(=O)NCc1ccco1)N(C(=O)CNS(=O)(=O)c1ccccc1)C1CCCC1 (stereo not given) | 8 | 0% | 1% | -27% | -3% | 0% | 11%
51 | CCCCN1C(=O)/C(=C/C=C/c2ccco2)C(=O)NC1=S | 20 | -24% | 4% | 4.5µM* | -1% | -52% | ?
52 | O=C(CSc1nnc(NC(=O)c2ccc(F)cc2)s1)NC1CC1 | 80 | 4% | -12% | 19% | 3% | -4% | -9%
53 | C[C@]12C=CC(=O)C=C1CC[C@@H]1[C@@H]2[C@@H](O)C[C@@]2(C)[C@H]1CC[C@]2(O)C(=O)COC(=O)CCC(=O)NCCc1ccc(O)cc1 | 129 | -1% | -3% | -33% | 0% | 16% | 9%
54 | O=C(COC(=O)c1ncc(Cl)c(Cl)c1Cl)Nc1ccc(Cl)cn1 | -12 | -4% | . | 40µM* | -10% | -34% | -15%
55 | N#CCCn1cc(/C=N/O)c(-c2cccc([N+](=O)[O-])c2)n1 | 33 | 0% | -3% | 6% | 2% | -14% | 1%
56 | Cc1ccc(NC(=O)c2ccco2)c(NC(=O)CN2C(=O)c3ccccc3C2=O)c1 | -18 | -3% | 5% | 13% | 0% | -4% | -5%
57 | CS(=O)(=O)c1ccc(-c2csc(-c3cccnc3)n2)cc1 | 8 | -3% | -1% | 8% | -5% | -8% | 1%
58 | COc1ccc(CC(=O)N2CCN(S(=O)(=O)c3cc(Cl)ccc3Cl)CC2)cc1 | 12 | 2% | . | -2% | ? | 6% | 0%
59 | Cn1c(=O)c2nc(SCCO)n(C)c2n(C)c1=O | -7 | -4% | . | . | . | . | 1%
60 | CCC1C2CN(C(C)=O)CC=C2C(C#N)=C(N)C1(C#N)C#N (stereo not given) | -31 | -4% | 2% | 0% | -8% | -17% | 23%

Reprinted at random: three records from the list.
item | mol | HCMV inh | TbPYK inhibitor | LmPK inh | Sm TGR inh | AmpC detergent | AmpC no deterg | AMA1-RON2 inh
52 | O=C(CSc1nnc(NC(=O)c2ccc(F)cc2)s1)NC1CC1 | 80 | 4% | -12% | 19% | 3% | -4% | -9%
41 | Nc1nnc(SCC(=O)N2CCc3ccccc3C2)s1 | 36 | 1% | -15% | -7% | -13% | -3% | 0%
45 | Cc1cccc(OC2CCN(Cc3c(C(=O)N4CCCC4)nc4ccccn34)CC2)c1 | -15 | 4% | -2% | 32% | -1% | 144%[activator] | 2%

High-throughput results: PubChem BioAssay, National Center for Advancing Translational Sciences (NCATS)

An unsorted share of the library; 7.4% or so of the library scored in one or more.
